# Compound activity deposited in PubChem BioAssay by several laboratories.
# NCOA3 inh – SRC3 coactivator transcriptional activity inhibitors, primary screen, cell-based, luminescence | Nuclear receptor coactivator 3 (Homo sapiens), Q9Y6Q9 | HEK293 GAL4-SRC3 luciferase reporter | inhibition, % at 3.6 µM | 360,000 compounds, 0.17% hits;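 active means inhibition above a per-campaign cutoff, the mean of all compounds plus 3 SD, cut at about 60% in these data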;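 further: 0% = DMSO-treated cells and 100% = gossypol-treated cells at 36 µM; higher means less SRC3-driven luciferase light from the GAL4 reporter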
# Exocytosis inh – LAMP-1 surface exposure blockers, TALL-104 cells – cell-based, flow cytometry, MLPCN library, primary screen; TALL-104 LAMP-1 surface exposure; cells stimulated with thapsigargin and PMA; inhibition, % at 10 µM; 360,000 compounds, 0.66% hits; AID 651702, 2012;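 active means inhibition above about 55%, limit read from the data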
# TLR9-MyD88 inh – inhibitors of TLR9-MyD88 association in cells, primary screen, cell-based, CHO, BLA complementation, fluorescence | inhibition, % at 4.98 µM | CCF4 FRET ratio | Toll-like receptor 9 (Homo sapiens) + Myeloid differentiation primary response protein … | 340,000 compounds, 0.21% hits;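 active means inhibition above the mean over all tested compounds plus 3 SD, cut at about 21% in these data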;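 further: 0% = DMSO only wells and 100% = clavulanate BLA inhibitor control wells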
# TWEAK-Fn14 inh – inhibitors of TWEAK-Fn14 signaling, primary screen, luciferase reporter cells, uHTS. 360,000 compounds, 2% hits. TWEAK-stimulated Fn14 reporter cells, luciferase luminescence, 8 h. inhibition, % at 10 µM. AID 1159606, 2016; in the data active means inhibition above about 50%
# SRC2 inh – inhibition of GAL4-SRC2 driven luciferase reporter, primary screen, SRC2 inhibitor project, cell-based, luminescence; HEK293 GAL4-SRC2 luciferase reporter; inhibition, % at 9 µM; 370,000 compounds, 0.17% hits;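 active means inhibition above the mean inhibition of all tested compounds plus 3 SD, set per campaign, cut at about 52% in these data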;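 further: 0% = DMSO treated cells and 100% = cells given Gossypol at 36 µM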
# NCOA1 inh – SRC1 coactivator transcriptional activity inhibitors, primary screen, cell-based, luminescence; inhibition, % at 3.6 µM; 360,000 compounds, 0.12% hits; Nuclear receptor coactivator 1 (Homo sapiens), Q15788; HEK293 GAL4-SRC1 luciferase reporter;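 active means inhibition above the campaign mean plus 3 SD, with each screening campaign given its own cutoff, cut at about 60% in these data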;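 further: 0% = DMSO treated cells and 100% = gossypol at 36 µM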
# Target sequence (Q15788 whole entry, looked up, the tested form may be a part): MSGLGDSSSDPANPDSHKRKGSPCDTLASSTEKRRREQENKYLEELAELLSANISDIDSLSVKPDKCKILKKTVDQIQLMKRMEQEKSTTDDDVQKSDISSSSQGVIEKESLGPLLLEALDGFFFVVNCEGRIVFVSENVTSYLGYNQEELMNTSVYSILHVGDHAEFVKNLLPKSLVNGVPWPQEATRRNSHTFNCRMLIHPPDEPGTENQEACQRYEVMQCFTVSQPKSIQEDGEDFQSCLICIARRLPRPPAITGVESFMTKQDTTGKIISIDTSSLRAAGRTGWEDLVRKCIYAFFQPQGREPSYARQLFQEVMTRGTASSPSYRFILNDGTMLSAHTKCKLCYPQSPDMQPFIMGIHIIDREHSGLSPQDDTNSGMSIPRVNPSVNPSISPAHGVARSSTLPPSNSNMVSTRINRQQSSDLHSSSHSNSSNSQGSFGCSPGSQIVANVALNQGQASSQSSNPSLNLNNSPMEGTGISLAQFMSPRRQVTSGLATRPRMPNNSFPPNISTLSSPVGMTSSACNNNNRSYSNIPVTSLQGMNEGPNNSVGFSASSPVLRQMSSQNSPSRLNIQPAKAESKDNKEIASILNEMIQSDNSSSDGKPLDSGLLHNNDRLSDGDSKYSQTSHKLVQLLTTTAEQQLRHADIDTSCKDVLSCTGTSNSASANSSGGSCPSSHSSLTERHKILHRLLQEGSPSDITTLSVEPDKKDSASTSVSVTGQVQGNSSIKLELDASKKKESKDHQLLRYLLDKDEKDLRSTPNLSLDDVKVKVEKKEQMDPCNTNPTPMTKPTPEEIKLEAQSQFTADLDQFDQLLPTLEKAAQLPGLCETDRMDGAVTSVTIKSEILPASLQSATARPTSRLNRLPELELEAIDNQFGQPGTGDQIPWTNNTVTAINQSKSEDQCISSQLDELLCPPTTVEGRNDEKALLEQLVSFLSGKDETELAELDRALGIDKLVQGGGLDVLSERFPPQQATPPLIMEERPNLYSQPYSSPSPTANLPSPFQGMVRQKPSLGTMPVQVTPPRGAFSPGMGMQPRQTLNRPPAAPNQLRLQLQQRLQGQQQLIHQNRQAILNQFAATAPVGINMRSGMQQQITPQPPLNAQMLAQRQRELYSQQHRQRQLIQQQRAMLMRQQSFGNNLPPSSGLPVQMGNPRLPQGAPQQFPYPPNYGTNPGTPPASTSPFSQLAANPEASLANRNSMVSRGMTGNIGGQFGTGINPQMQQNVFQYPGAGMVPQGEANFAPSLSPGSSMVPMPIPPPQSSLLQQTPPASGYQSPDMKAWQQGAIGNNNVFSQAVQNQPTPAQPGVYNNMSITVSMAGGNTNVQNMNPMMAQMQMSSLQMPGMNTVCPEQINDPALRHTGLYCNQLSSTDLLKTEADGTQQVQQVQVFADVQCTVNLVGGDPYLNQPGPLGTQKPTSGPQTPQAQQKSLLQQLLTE
# TROY NFkB inh – inhibitors of TROY-driven NF-kB signaling, primary screen, Q293 LMP1-TROYcd cells, NF-kB luciferase, uHTS; Q293 LMP1-TROYcd NF-kB luciferase reporter, 4 h; inhibition, % at 10 µM; 360,000 compounds, 0.98% hits; AID 1347056, 2019;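 active means compounds whose plate-normalised and pattern-corrected inhibition of the luciferase reporter signal at the single screening dose is 50% or more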
# NR5A2 inv ag – LRH-1 (NR5A2) inverse agonists, primary screen, cell-based, luminescence, HEK293T, StAR-luciferase reporter; Nuclear receptor subfamily 5 group A member 2 (Homo sapiens), O00482; LRH-1 transfected, 24 h; inhibition, % at 3.6 µM; 360,000 compounds, 0.13% hits; AID 602396, 2012;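 active means inhibition above the mean inhibition of all tested compounds plus 3 SD, cut at about 73% in these data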;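 further: 0% = DMSO wells and 100% = reporter-only cells lacking LRH-1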
# ABHD5 PLIN5 PPI – ABHD5-PLIN5 interaction inhibitors, primary screen, cell lysate, split luciferase complementation, luminescence; Perilipin-5 (Homo sapiens) + 1-acylglycerol-3-phosphate O-acyltransferase ABHD5 (Homo …; Split G. princeps luciferase complementation, 4 h; inhibition, % at 4 µM; 360,000 compounds, 0.78% hits; AID 602281, 2012;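 active means inhibition above the mean inhibition across every tested compound plus 3 SD, cut at about 22% in these data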;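 further: 0% = DMSO only wells and the 100% control is not disclosed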
# NOD2-RIPK2 inh – NOD2-RIPK2 binding disruptors in cells, primary screen, fluorescence, CHO cells, BLA complementation. Receptor-interacting serine/threonine-protein kinase 2 (Homo sapiens), O43353. CCF4 ratio. inhibition, % at 4.98 µM. 360,000 compounds, 0.38% hits. AID 624267, 2012; in the data active means inhibition above about 21%;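 further: 0% = vehicle only and 100% = reference blocker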
# COUP-TFII inh – NR2F2 transcriptional activity inhibitors, primary screen, cell-based, luciferase reporter, HEK293T, luminescence; HEK293T NGFI-A luciferase reporter; inhibition, % at 8.6 µM; 370,000 compounds, 0.7% hits;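 active means inhibition above a per-plate cutoff, mean inhibition of test wells between control levels plus 3 SD, cut at about 38% in these data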;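 further: cells cotransfected with COUP-TFII expression vector driving the NGFI-A reporter; 0% = median of COUP-TF2 test wells and 100% = reporter-only cells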
# * hit, by the source's call; . = no result given.
cpd	structure	NCOA3 inh	Exocytosis inh	TLR9-MyD88 inh	TWEAK-Fn14 inh	SRC2 inh	NCOA1 inh
1	O=C(C1CCCC1)N1CCC(CC2CC(c3ccc(Cl)cc3)=NO2)(C(=O)NCC2CCCCC2)CC1 (stereo not given)	-8	-4	1	-22	0	2
2	Cc1cc(C)cc(N(CCC#N)C(=O)COC(=O)Cn2[nH]c(=O)c3ccccc3c2=O)c1	4	-5	-1	-4	3	2
3	O=C(CN1C(=O)NC2(CCCC2)C1=O)Nc1ccccc1	-1	-11	0	0	-21	-20
4	CC(/C=C/c1ccccc1)=N\NC(=O)c1cc(C)[nH]n1	12	6	6	-16	-2	-4
5	Cc1ccccc1Nc1nnc(SCC(=O)NC2CCCc3ccccc32)s1 (stereo not given)	9	-3	-5	-2	4	-3
6	Cc1cccc(N2C(=O)CC(N3CCN(Cc4ccc5c(c4)OCO5)CC3)C2=O)c1 (stereo not given)	2	-1	2	-34	-9	2
7	CC(C)C[C@@H](CO)N1CCN(Cc2ccc([N+](=O)[O-])cc2)CCC1=O	1	5	0	5	-1	-2
8	CCCn1c(N)c(C(=O)COC(=O)COc2ccc(Cl)c(C)c2)c(=O)n(C)c1=O	-7	5	-9	-1	-11	-30
9	C=CCN=C1SC(C)(C)C(=O)N1S(=O)(=O)c1ccc(C)cc1	-7	-2	0	-5	2	-1
10	CC(C)OC(=O)CC(=O)CSc1nc2c(c(-c3cccs3)c1C#N)CCC2	2	1	8	8	-14	-11
11	COc1cccc(NC(=O)CN2CCN(CC(=O)Nc3ccccc3Cl)CC2)c1	-10	-2	-4	-8	11	-29
12	O=c1c2c3c(sc2ncn1Cc1ccc(F)cc1)CCC3	-15	0	-5	-10	0	-25
13	CCOC(=O)c1ccc(NC(=O)CSCc2ccco2)cc1	-13	4	-6	-16	-10	-8
14	Cc1cccc(NS(=O)(=O)c2cccc(C(=O)N3CCN(C/C=C/c4ccccc4)CC3)c2)c1	-2	3	-11	27	0	-9
15	COc1cc(CNc2ccccc2SC)ccc1O	-14	1	-3	-4	-6	-12

cpd	TROY NFkB inh	NR5A2 inv ag	ABHD5 PLIN5 PPI	NOD2-RIPK2 inh	COUP-TFII inh
1	4	-17	13	5	11
2	-4	-11	5	4	2
3	-3	18	2	-18	-2
4	2	-18	-5	-15	-7
5	-17	1	1	2	-5
6	-11	-20	5	-9	15
7	2	-26	-7	0	-10
8	16	2	12	4	7
9	-6	-7	-5	-5	17
10	8	2	0	2	12
11	-3	10	3	-10	12
12	14	-12	2	3	3
13	12	9	-11	1	-8
14	24	22	3	1	29
15	-20	23	11	-4	0

# The list goes on:
cpd	structure	NCOA3 inh	Exocytosis inh	TLR9-MyD88 inh	TWEAK-Fn14 inh	SRC2 inh	NCOA1 inh
16	Cn1ccnc1SCC(=O)Nc1ccc(SC(F)F)cc1	-39	3	-4	-26	-19	-57
17	CCN(CC)C(=O)C1=C(C)N(Cc2ccc(F)cc2)C(=O)C(CC(=O)NCCc2ccccn2)C1 (stereo not given)	-6	2	-7	11	-8	-1
18	CCCS(=O)(=O)NC(=O)C1(C)CCCN(C(=O)c2ccccc2Br)C1 (stereo not given)	-20	-4	.	0	-15	-1
19	Cc1c(NC(=O)c2cccc(-c3cc4ccccc4oc3=O)c2)cccc1-c1nc2ncccc2o1	5	3	4	36	-56	-15
20	Cc1c(C(=O)Nc2nnc(C(F)(F)F)s2)oc2ccccc12	1	-2	4	0	-1	-15
21	CC1(C)CC(NC(=O)COc2ccc3ccccc3c2)CC(C)(C)N1	5	8	-2	3	5	-8
22	Cc1ccc(F)cc1NS(=O)(=O)c1ccc(Cl)s1	-4	-1	3	8	.	1
23	Nc1cc2nc3ccccc3oc-2cc1=O	-6	22	6	14	-17	-28
24	Cn1cc(C(=O)c2ccc(Cl)cc2)cc1-c1nc2ccccc2n1C	26	4	-3	52*	10	14
25	Cc1ccc(-c2c(C(=O)NCc3ccc(F)cc3)oc(=O)c3ccccc23)cc1	26	0	-19	-9	3	-1
26	COc1ccc(-n2cc(C(=O)O)c3ccccc3c2=O)cc1	2	6	15	11	3	-7
27	COc1ccc(CCN2C(=O)C3CC(C)=C(C)CC3C2=O)cc1OC (stereo not given)	12	0	3	-18	0	-21
28	CN(C)C(=O)c1ccc(NC(=O)COC(=O)c2cc3c(s2)CCCCC3)cc1	2	2	0	-18	-6	1
29	COc1ccc(-c2nc(C#N)c(N3CCN(c4ccccc4)CC3)o2)cc1	-14	0	9	0	0	-13
30	O=C(CSc1nnc(-c2ccc(S(=O)(=O)N3CCCC3)cc2)o1)NCC1CCCO1 (stereo not given)	12	-1	3	9	-17	-10

cpd	TROY NFkB inh	NR5A2 inv ag	ABHD5 PLIN5 PPI	NOD2-RIPK2 inh	COUP-TFII inh
16	-80	-66	0	-10	-37
17	14	10	-3	-9	-7
18	-3	14	8	-13	-8
19	-5	-42	-2	4	-21
20	29	14	4	-1	-4
21	12	-1	2	-5	-17
22	5	2	-4	-4	.
23	-23	36	-10	-2	12
24	57*	50	3	12	31
25	9	-7	-6	2	4
26	12	6	2	1	12
27	-20	-2	-1	-6	-13
28	-13	-8	4	-3	-21
29	6	1	0	-2	0
30	11	-13	-4	-10	-16

# Going on with the list.
cpd	structure	NCOA3 inh	Exocytosis inh	TLR9-MyD88 inh	TWEAK-Fn14 inh	SRC2 inh	NCOA1 inh
31	O=c1[nH]cnc2c1C(c1ccc(Cl)cc1)c1c(nc[nH]c1=O)O2	16	-3	-2	3	.	1
32	O=C1CS/C(=N/N=C/c2ccccc2)N1Cc1ccco1	-11	-6	0	-11	-21	-18
33	CC(C)[C@H](NC(=O)N1c2ccccc2NC(=O)[C@@H]1C(C)C)C(=O)N[C@@H](Cc1ccccc1)C(=O)O	16	3	-13	-5	-9	-7
34	Cc1cccc(OCc2nnc(SCC(=O)N3c4ccccc4CCc4ccccc43)o2)c1	15	-1	-7	32	-2	-1
35	CN(C)c1cc(-c2cccc(C(F)(F)F)c2)oc(=O)c1Cl	1	0	-12	14	-9	-52
36	CC(C)CNS(=O)(=O)c1cc(C(=O)OCC(=O)c2ccc3c(c2)OCCO3)c(Cl)cc1Cl	5	5	-3	-9	2	-5
37	O=C(CCCN1C(=O)/C(=C/c2cccs2)SC1=S)Nc1ccc(C(=O)O)cc1	8	0	.	-5	-8	0
38	Cc1scc(C(=O)N/N=C/c2ccc(OCC(C)C)cc2)c1C	-12	0	1	-15	-43	-23
39	O=C(COC(=O)/C=C/c1ccco1)NCc1ccccc1	10	3	-3	-2	2	21
40	COc1cccc(NC(=O)CN2C(=O)CSc3ccc(S(=O)(=O)N4CCOCC4)cc32)c1	3	-2	-21	28	-3	1
41	CC(C)NC[C@H](O)COc1cccc2ccccc12	-3	0	6	14	-17	-8
42	O=C(O)CC1(c2ccc(F)cc2)C2CC3CC(C2)CC1C3 (stereo not given)	5	51	0	7	7	4
43	Cc1cccc(N2C(=O)C(Cl)=C(N3CCOCC3)C2=O)c1	0	14	-11	-7	-21	-17
44	O=[N+]([O-])/C=C/c1cc2ccccc2[nH]1	-3	-7	4	12	13	-13
45	Cc1n[nH]c(C)c1S(=O)(=O)N1CCCCCC1	4	2	-15	-9	-4	7

cpd	TROY NFkB inh	NR5A2 inv ag	ABHD5 PLIN5 PPI	NOD2-RIPK2 inh	COUP-TFII inh
31	2	1	10	-3	.
32	-30	-13	0	0	-20
33	-17	0	0	2	-23
34	25	12	-5	-8	10
35	-1	6	-4	-4	4
36	47	12	-4	-5	14
37	-9	9	4	4	-7
38	-67	-16	0	-2	-18
39	0	2	1	5	4
40	-15	30	0	6	8
41	6	-10	-1	-9	-9
42	5	16	1	-2	0
43	-6	23	3	-14	5
44	12	22	41*	-2	0
45	14	14	5	-4	3

# Rewritten in transposed form: part of the list above
22: Cc1ccc(F)cc1NS(=O)(=O)c1ccc(Cl)s1
2: Cc1cc(C)cc(N(CCC#N)C(=O)COC(=O)Cn2[nH]c(=O)c3ccccc3c2=O)c1
9: C=CCN=C1SC(C)(C)C(=O)N1S(=O)(=O)c1ccc(C)cc1
40: COc1cccc(NC(=O)CN2C(=O)CSc3ccc(S(=O)(=O)N4CCOCC4)cc32)c1
43: Cc1cccc(N2C(=O)C(Cl)=C(N3CCOCC3)C2=O)c1
entry no.	22	2	9	40	43
NCOA3 inh	-4	4	-7	3	0
Exocytosis inh	-1	-5	-2	-2	14
TLR9-MyD88 inh	3	-1	0	-21	-11
TWEAK-Fn14 inh	8	-4	-5	28	-7
SRC2 inh	.	3	2	-3	-21
NCOA1 inh	1	2	-1	1	-17
TROY NFkB inh	5	-4	-6	-15	-6
NR5A2 inv ag	2	-11	-7	30	23
ABHD5 PLIN5 PPI	-4	5	-5	0	3
NOD2-RIPK2 inh	-4	4	-5	6	-14
COUP-TFII inh	.	2	17	8	5

# (continued)
cpd	structure	NCOA3 inh	Exocytosis inh	TLR9-MyD88 inh	TWEAK-Fn14 inh	SRC2 inh	NCOA1 inh
46	COc1cccc(CN(C)C(=O)c2cc(S(=O)(=O)N3CCCCCC3)ccc2OC)c1	10	3	-3	7	20	-1
47	CCCCN1C(=O)C(=O)NC[C@@H]1CCCCN	-1	0	0	21	-1	-8
48	Cc1occc1-c1nnc(SCC(=O)NC(C)(C)C)n1CC(C)C	0	0	-11	0	9	7
49	COc1ccc(CCNC(=O)c2ccc3c(c2)S(=O)(=O)N=C2CCCCCN23)cc1OC	-1	-17	-4	8	-7	9
50	Cc1cc(NC(=O)CCC(=O)N(Cc2ccco2)C2(C(=O)NC3CCCCC3)CCN(C)CC2)no1	26	2	-4	3	-4	-16
51	O=C(COc1ccc(Cl)cc1Cl)Nc1ccc(Cl)cn1	-55	0	3	54*	-39	-55
52	C[C@H]1CCCCO[C@H](CN(C)Cc2ccncc2)[C@@H](C)CN([C@@H](C)CO)C(=O)c2cc(NS(=O)(=O)c3ccccc3)ccc2O1	-19	4	-5	1	-16	-3

cpd	TROY NFkB inh	NR5A2 inv ag	ABHD5 PLIN5 PPI	NOD2-RIPK2 inh	COUP-TFII inh
46	1	-5	9	4	17
47	6	-4	-10	-3	-13
48	-6	1	-2	-9	8
49	-1	-2	-1	-6	-3
50	-2	15	3	-6	-4
51	4	-119	-5	-22	-51
52	-10	-10	2	-1	1

# Not all compounds are listed; the hit share may differ from the screen's.
